Autophagy mod: autophagy modulators in MEF cells, primary screen, imaging, high-content, MEF GFP-LC3. MEF GFP-LC3 puncta imaging; test concentration mostly 10 µM. calls only at 10 µM (by protocol). 190,000 tested, 0.98% active. AID 463193, 2010;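 active means percentage of spot-positive cells more than 3 SD above its plate mean, without a fluorescence outlier flag or 80% toxicity; inconclusive means no clear call, values can overlap the other calls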;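 further: spot-positive cell cutoff set from DMSO-treated cells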
M17LAP inhibition: P. falciparum M17LAP inhibitors, primary screen, biochemical, fluorogenic H-Leu-NHMec substrate, 1536-well (AID 1619) | recombinant M17LAP, H-Leu-NHMec fluorogenic kinetic assay; higher % means a stronger effect | 220,000 tested, 0.38% active | Leucine aminopeptidase (Plasmodium falciparum (isolate 3D7)) | inhibition, % at 30 µM; hits with a dose series show IC50 in µM;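 active means compound inhibiting the enzyme by more than half at any dose during confirmatory dose-response retesting; inconclusive means strong single-dose inhibitors picked by rank but not retested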;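 further: plate controls were full reaction with DMSO carrier for no effect and no enzyme background for full effect; strong numbers were not always called active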
NOD1 inhibition: NOD1 signaling inhibitors, primary screen, cell-based, luminescence, uHTS (AID 1578); NOD1-driven NF-kB luciferase reporter cells, luminescence; higher % means a stronger effect; one-dose inhibition, % at 4 µM; EC50 in µM for titrated hits; 290,000 tested, 1% active; in the data active means inhibition mostly above about 36%, no sharp cut-off; inactive means mostly below about 34%;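 further: HEK-293T reporter cells stimulated with the NOD1 agonist gamma-tri-DAP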
MT stabilize HCS: microtubule stabilizers in HeLa cells, primary screen, imaging, high-content imaging | HeLa tubulin immunostaining HCS, 24 h; share of cells brighter than vehicle mean+2SD | % tubulin-high responders, % at 10 µM | 200,000 tested, 0.83% active | AID 2205, 2009;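 active means plate Z-score above 3 for both tubulin-high and condensed-nucleus cell shares, with cell loss under 80%, at 10 µM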;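 further: anti alpha tubulin signal scored within the nucleus-defined area of each cell; some results filed as inactive read as strong as hits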
b-catenin transl: modulators of beta-catenin nuclear translocation, primary screen, imaging, HeLa cells, immunofluorescence, high-content. nuclear translocation activity, % at 5 µM. 190,000 tested, 0.3% active. AID 1665, 2009;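 active means nuclear translocation activity above 50% at 5 µM, with a well cell count of 50 or more; inconclusive means wells under 50 cells across six images, flagged as toxic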;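 further: per-cell ratio of nuclear to cytoplasmic median beta-catenin stain intensity; plate controls were DMSO negative control for no effect and GSK-3 inhibitor IX positive control for full effect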
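assay system = human HeLa cells, endogenous beta-catenin | times = compound treatment 24 h, 37°C, 5% CO2 | detection = Anti-beta-catenin immunofluorescence on PFA-fixed, Triton-permeabilized cells, DAPI nuclei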
HEK293 NOD2/NF-kB: NOD2 signaling inhibitors, cell-based, luminescence, uHTS, HEK293 (AID 1566) | 290,000 tested, 0.63% active | HEK293 NOD2/NF-kB luciferase reporter, luminescence; higher % means a stronger effect | inhibition, % at 4 µM, or EC50 in µM where a hit was titrated; in the data active means inhibition above about 50%; further: many of its hits are not listed in these tables
Yfh1-depleted yeast: enhancers of respiration in Yfh1-depleted yeast, dose response, Friedreich's ataxia, plus single-dose screen (AID 1465); S. cerevisiae Yfh1-off respiration, WST-1 reduction, 72 h; higher fold induction means a stronger effect; fold induction at 50 µM; hits with a dose series show EC50 in µM; 220,000 tested, 0.074% active;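 active means fold induction of absorbance versus untreated yeast above a set limit, then at least 30% activation at any dose in follow-up; inconclusive means repeats straddling the limit, or above it without dose testing; inactive means fold induction below the set limit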;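 further: activators that raise dye reduction in frataxin-depleted yeast; strong numbers were not always called active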
Dynein transport: inhibitors of GR-EGFP nuclear translocation, primary screen, dynein cargo transport inhibitor project, imaging, high-content, 3617.4 mouse cells | test concentration mostly 20 µM; stimulated with dexamethasone, 1 µM; stronger effect = lower value | z-score, hits read low | 220,000 tested, 0.47% active;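 active means plate z-score of nuclear minus cytoplasmic receptor signal below a set negative limit, without overly bright fluorescence or cell loss, cut at about -3.5 in these data, passing the limit was not always enough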;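 further: z-score of nuclear minus cytoplasmic ring GR-EGFP intensity difference per well; some compounds called inactive have numbers as strong as hits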
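Medium: Induction medium lacking tetracycline, stripped serum | Probe or stimulus: 1.0 µM final dexamethasone stimulus | Schedule: 48 h induction, then 1 h compound, then 30 min agonist, 37 °C | Signal: Automated 10x imaging of fixed Hoechst-stained cells | Evaluation: Per-cell GR-EGFP intensity, nucleus versus surrounding cytoplasmic ring, well-averaged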
Ins promoter up: insulin promoter activators in MIN6 cells, imaging, high-content screening, mouse beta cells; AID 1625, 2009; MIN6 insulin promoter-GFP reporter; stronger effect = higher value; 190,000 tested, 0.3% active; z-score at 5 µM;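 active means z-score above 3 at 5 µM with at least 500 cells counted in the well; inconclusive means wells under 500 cells, flagged as cytotoxic or low count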
Dynein transport cytoplasmic EGFP: second read-out of Dynein transport, no call of its own (marks repeat the call); z-score; measured here: cytoplasmic GR-EGFP intensity; stronger effect = higher value
Dynein transport nuclear GR-EGFP: also measured in Dynein transport; calls as there; z-score; measured here: nuclear GR-EGFP intensity;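 lower value marks the stronger effect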
Dynein transport cell count: also measured in Dynein transport; calls as there; z-score; measured here: cell count per field
Ins promoter up cell count: further read-out of Ins promoter up, marked with its call; cell count; measured here: cytotoxicity, nuclei count;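 total cells summed across four imaged fields per well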
b-catenin transl cell count 5 µM: second read-out of b-catenin transl, no call of its own (marks repeat the call); cell count; measured here: cell count, cytotoxicity flag
MT stabilize HCS Hoechst-high %: further read-out of MT stabilize HCS, marked with its call; % Hoechst-high responders; measured here: nuclear condensation Hoechst responders;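 share of cells brighter than vehicle mean plus two SD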
MT stabilize HCS cytotoxicity %: further read-out of MT stabilize HCS, marked with its call; toxicity, %; measured here: cytotoxicity by cell density;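 0% = mean cell density of plate MIN control wells and 100% = no cells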
Autophagy mod cell loss 18 h: also measured in Autophagy mod; calls as there; toxicity, %; measured here: cell loss, nuclei count;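 cell loss after 18 h compound exposure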
Active calls of the source: *; i = inactive; ? = inconclusive; nt = no result given.

item	SMILES	Autophagy mod	Autophagy mod cell loss 18 h	M17LAP inhibition	NOD1 inhibition	MT stabilize HCS	MT stabilize HCS Hoechst-high %	MT stabilize HCS cytotoxicity %	b-catenin transl	b-catenin transl cell count 5 µM	HEK293 NOD2/NF-kB	Yfh1-depleted yeast	Dynein transport	Dynein transport cytoplasmic EGFP	Dynein transport nuclear GR-EGFP	Dynein transport cell count	Ins promoter up	Ins promoter up cell count
1	Cc1cc2c3c(c1)C1(C(=O)N3C(C)(C)CC2C)C(C#N)=C(N)OC2=C1C(=O)CC(C)(C)C2 (stereo not given)	i	-2	12%	-22%	2.5	1.7	5.6	-0.3	1212	9%	i	1.1	-0.16	0.49	0.26	nt	nt
2	Cc1ccc(-c2csc(NC(=O)Cc3ccc(F)cc3)n2)o1	i	1	8%	-26%	3.1	3.7	6.5	1.6	1068	-23%	i	-3.9*	0.26*	-1.8*	0.88*	nt	nt
3	CC(C)c1nc(SCC(=O)Nc2ccc([N+](=O)[O-])cc2Br)n[nH]1	i	10	6%	23%	3.5	3.5	8.6	0.3	1035	14%	i	0.55	-0.3	0.77	-0.37	0.55	1155
4	Cc1cc(S(=O)(=O)N2CCC(N3CCCCC3)CC2)ccc1-n1cnnn1	i	10	6%	-10%	4.1	1.9	0.8	4.0	455	-15%	i	0.79	-0.17	1.9	-1.2	0.74	1105
5	N#C/C(=C\c1ccccc1[N+](=O)[O-])c1nc(C2CC2)cs1	i	-3	0%	1%	3.3	4.5	3.9	-0.6	890	-2%	i	-0.34	-0.23	0.8	-0.076	0.69	2133
6	CCCc1c2ccccc2nc2ccccc12	i	2	-37%	-3%	3.9	1.7	3.3	nt	nt	17%	i	0.52	0.052	0.17	-0.92	0.17	1405
7	Cc1cccc2cc(-c3nc4c(C)cccn4c3NCc3ccco3)c(=O)[nH]c12	i	-12	10%	-8%	1.1	1.9	8.4	nt	nt	-46%	i	0.019	-0.094	0.23	0.026	-0.43	847
8	CCOC(=O)c1cnc(-n2nc(C)cc2C)nc1NNc1nc(C)cc(C)n1	nt	nt	21%	-5%	nt	nt	nt	-2.9	1157	17%	i	-0.47	-0.3	-0.31	0.89	-0.44	1407
9	COc1cccc(N=C(N)N=C(N)N)c1	nt	nt	5%	-3%	nt	nt	nt	-0.9	1323	14%	i	-0.89	-0.19	-0.037	1.7	-0.38	1053
10	CCCCCN1CC(O)=C(c2ccccc2)C1=N	i	-7	-9%	-10%	0.9	0.8	7.0	-5.4	1229	4%	nt	0.86	-0.21	0.53	-0.23	0.28	1008

Continued:
item	SMILES	Autophagy mod	Autophagy mod cell loss 18 h	M17LAP inhibition	NOD1 inhibition	MT stabilize HCS	MT stabilize HCS Hoechst-high %	MT stabilize HCS cytotoxicity %	b-catenin transl	b-catenin transl cell count 5 µM	HEK293 NOD2/NF-kB	Yfh1-depleted yeast	Dynein transport	Dynein transport cytoplasmic EGFP	Dynein transport nuclear GR-EGFP	Dynein transport cell count	Ins promoter up	Ins promoter up cell count
11	O=C(Nc1nc(=O)c2ccccc2s1)c1ccccc1	i	-1	7%	-34%	3.7	2.6	4.8	nt	nt	-54%	i	-0.48	0.2	-0.33	0.99	-0.24	1269
12	O=C(Cc1c2ccccc2nc2ccccc12)c1ccccc1	i	2	-48%	-35%	2.4	2.2	2.4	-4.1	586	3%	i	-0.36	-0.25	0.68	0.29	0.04	1335
13	Cc1noc2c1C(c1ccc(N(C)C)cc1)C1=C(CC(C)(C)CC1=O)N2 (stereo not given)	i	-6	2%	-19%	2.5	1.7	8.1	1.4	1119	-3%	i	-0.24	0.12	0.35	0.43	0.31	1074
14	C[C@]12CCC3C(CC=C4C[C@@H](O)CC[C@@]43C)C1CCC2[C@]1(C)CCC(=O)O1 (stereo not given in full)	i	5	9%	-16%	8.2	2.0	14	4.5	749	13%	i	0.34	-0.26	0.24	1.1	-0.31	1481
15	COc1ccc(C=C(C(C)=O)C(C)=O)cc1OC	i	-7	30%	-17%	3.8	2.9	3.9	nt	nt	0%	i	-2.1	0.12	-1.2	0.7	nt	nt
16	C=CCn1c(SC(C)C(=O)NCc2ccc3c(c2)OCO3)nnc1C1CCCCC1 (stereo not given)	i	10	6%	-18%	2.7	1.5	5.8	-7.2	816	-8%	i	-0.74	-0.2	0.33	0.7	-2.9	797
17	Cc1ccc(-c2nc(CN3CCN(c4cnccn4)CC3)c(C)o2)o1	i	-7	4%	11%	3.5	2.5	11	-0.1	958	-9%	i	-0.37	-0.24	-0.24	0.43	nt	nt
18	Cc1onc(-c2c(F)cccc2Cl)c1C(=O)OCC(=O)NC(c1ccccc1)c1ccccc1	i	-13	9%	7%	0.7	0.9	9.2	-3.2	1209	-9%	i	-0.34	-0.28	0.17	0.7	-0.13	814
19	CCCCN(CCCC)Cc1ccc(C(=O)NN)o1	i	25	8%	-39%	4.8	2.8	8.3	-0.7	1069	-3%	i	0.26	-0.32	-0.27	-1.1	-0.9	1363
20	CCOc1ccccc1Nc1nc(N)nc(CN2CCCCC2C)n1 (stereo not given)	i	-2	3%	11%	2.2	2.4	9.1	0.2	1568	15%	i	0.19	-0.32	0.026	0.32	1.1	1299

(list continues)
item	SMILES	Autophagy mod	Autophagy mod cell loss 18 h	M17LAP inhibition	NOD1 inhibition	MT stabilize HCS	MT stabilize HCS Hoechst-high %	MT stabilize HCS cytotoxicity %	b-catenin transl	b-catenin transl cell count 5 µM	HEK293 NOD2/NF-kB	Yfh1-depleted yeast	Dynein transport	Dynein transport cytoplasmic EGFP	Dynein transport nuclear GR-EGFP	Dynein transport cell count	Ins promoter up	Ins promoter up cell count
21	CN1CCN(C(=O)CCc2ccc(S(=O)(=O)NC3CCCCC3)cc2)CC1	i	16	2%	-19%	1.7	1.5	6.0	4.9	540	8%	i	-0.43	-0.15	-0.09	0.33	nt	nt
22	COc1ccc(CC(=O)n2[nH]c(=O)c3ccccc3c2=O)cc1OC	nt	nt	6%	-7%	nt	nt	nt	-3.6	1176	-8%	i	-0.23	-0.14	-0.12	0.72	0.36	1477
23	Cn1c(CNC(=O)c2cccs2)nnc1SCC(=O)Nc1ccccc1	i	-2	9%	-49%	2.6	2.7	6.1	-2.2	587	-10%	i	0.28	-0.25	-0.23	-0.21	0.31	1302
24	O=C(NNC(=S)Nc1ccccc1C(F)(F)F)C1CC1	nt	nt	-6%	-1%	nt	nt	nt	-0.4	1309	7%	i	-0.24	-0.21	-0.074	0.93	0.09	1168
25	Cc1ccc(S(=O)(=O)NCCCCCC(=O)Nc2c(C)n(C)n(-c3ccccc3)c2=O)cc1	i	-5	12%	-29%	4.2	1.4	0.9	4.1	1027	18%	i	2	-0.1	1.3	-1.6	-0.05	1145
26	COc1ccc(/C=N/N(C(C)=O)c2nc(-c3ccc(C)cc3)cs2)cc1	i	12	2%	20%	2.2	2.3	7.2	nt	nt	17%	i	1	-0.19	-0.31	-0.87	nt	nt
27	FC(F)(F)c1ccc(N2CCN(c3ncnc4c3nnn4Cc3ccccc3)CC2)nc1	i	23	-7%	-15%	6.1	1.5	5.4	-0.1	1142	0%	i	-0.8	-0.13	-0.12	-0.33	nt	nt
28	COCCn1c(C)cc(C(=O)COc2nc3ccccc3nc2C)c1C	i	51	2%	21%	5.7	2.0	19	-5.6	984	19%	i	0.36	-0.069	0.054	0.54	?	nt
29	CC1(C)CC(C)(O)P(=O)(c2ccccc2)O1 (stereo not given)	i	15	-16%	9%	3.0	3.0	13	nt	nt	5%	i	1.4	-0.17	1.3	-0.36	1.6	1279
30	Cc1cccc(C=Nc2ccc3c(c2)oc2ccccc23)c1O	i	75	-7%	-10%	3.9	2.9	7.1	-0.1	982	-9%	i	-0.67	-0.099	-0.38	-0.19	0.75	1552
31	CC(CN1CCN(C)CC1)OC(=O)c1ccccc1Cl (stereo not given)	i	-62	-3%	0%	5.6	1.7	5.8	-2.5	1175	-4%	nt	0.32	-0.12	0.59	-0.29	0.95	1094
32	CCNC(=O)COC(=O)c1ccc(-n2nc(C)cc2C)cc1	i	-3	-10%	-20%	2.6	3.1	9.1	-0.8	1115	5%	i	-0.41	-0.35	-0.061	0.28	-0.9	1263
33	CS/C(=N\S(=O)(=O)c1cccs1)Nc1ccc(F)c(Cl)c1	i	-5	15%	66%	3.8	4.5	6.4	-0.4	1053	11%	i	-0.71	-0.19	-0.052	0.0079	0.36	1538

Screening results as filed in PubChem BioAssay.

The list is partial; the hit share may differ from the screen's.
